PP5 inh = blocks human protein phosphatase 5 activity | 0.18% of 320,000 active | AID 1987 | inhibition, % at 6.7 µM | purified PP5c, OMFP substrate fluorescence;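 active means inhibition above the campaign's mean inhibition across all tested compounds plus 3 SD, cut at about 9.5% in these data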;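 further: 0% = DMSO only and 100% = 100 µM cantharidin control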
JMJD2C inh = blocks human GASC-1 demethylase activity; 0.069% of 330,000 active; inhibition, % at 2.35 µM; GST-JMJD2C(1-420) H3K9me3 demethylation, DELFIA europium;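 active means more than half of a compound's replicate wells show inhibition beyond 50%, single wells judged on their own value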;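 further: signal counts dimethyl H3K9 product captured on neutravidin plate; 0% = median of DMSO wells and 100% = 0.3 times that DMSO median; strong numbers were not always called active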
Target sequence (Q9H3R0 1-420 limits assumed): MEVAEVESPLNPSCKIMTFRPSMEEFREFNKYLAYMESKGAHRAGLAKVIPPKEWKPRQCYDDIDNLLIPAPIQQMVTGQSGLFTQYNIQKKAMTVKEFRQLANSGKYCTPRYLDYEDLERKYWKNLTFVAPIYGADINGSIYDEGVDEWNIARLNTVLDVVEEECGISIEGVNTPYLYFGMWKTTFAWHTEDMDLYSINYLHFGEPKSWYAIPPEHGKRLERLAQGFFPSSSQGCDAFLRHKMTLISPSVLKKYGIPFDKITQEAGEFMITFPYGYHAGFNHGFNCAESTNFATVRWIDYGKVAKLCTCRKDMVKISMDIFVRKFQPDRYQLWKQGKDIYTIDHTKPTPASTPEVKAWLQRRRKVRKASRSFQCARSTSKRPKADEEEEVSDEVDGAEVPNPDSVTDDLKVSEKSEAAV
Fh CTSL1 inh = counter-screen for PFM18AAP inhibitors: inhibitors of F. hepatica cathepsin L1; recombinant F. hepatica cathepsin L1, Z-Leu-Arg-MCA fluorescence; inhibition, % at 5.96 µM; 0.49% of 300,000 active; AID 1906;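 active means inhibition above the mean of all tested compounds plus 3 SD, set per screening campaign, cut at about 17% in these data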;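 further: 0% = plate median of test compound wells and 100% = 1 µM Z-Phe-Ala-diazomethylketone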
Yeast superoxide = caloric restriction mimetics inhibiting age-related superoxide in yeast | S. cerevisiae aged cells, superoxide DHE fluorescence; hits give low values | superoxide response (% of plate mean), % at 10 µM | 0.18% of 330,000 active | AID 2690;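 active means superoxide response under a set limit, about three screen SD below normal, cut at about 65% in these data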;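 further: yeast aged for seven days with compound at 30 °C before DHE staining; 100% = average MFI of all compound-treated wells on the plate with controls excluded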
core dimer inh = HCV core protein dimerization inhibition; TR-FRET GST/Flag-core106 dimerization, 1536-well; inhibition, % at 5 µM; 0.33% of 300,000 active;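 active means inhibition above the mean of all tested compounds plus 3 SD, set per screening campaign, cut at about 45% in these data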
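Assay system: tagged HCV core106 pair (GST and Flag); medium: KF-containing HEPES buffer, pH 7.45, DTT, CHAPS, BSA; also added: Eu donor and XL665 acceptor anti-tag antibodies; dosing: 5 µM single dose; timing: compound-protein-antibody incubation 4 h at 22.5 °C; signal: TR-FRET 671 and 617 nm emission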
EBNA-1 inhibitor = blocks EBNA-1 binding to DNA; EBNA-1 DNA binding, fluorescence polarization; inhibition, % at 14.8 µM; 0.34% of 300,000 active; in the data active means inhibition above about 28%
PP1 inh = counter-screen for PP5 inhibitors: inhibitors of human PP1-alpha. 0.9% of 320,000 active. inhibition, % at 6.7 µM. purified PP1alpha, OMFP fluorescence;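 active means inhibition above the mean inhibition of all tested compounds plus 3 SD, computed separately for each screening campaign, cut at about 15% in these data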
Target sequence (P62136 whole entry, looked up): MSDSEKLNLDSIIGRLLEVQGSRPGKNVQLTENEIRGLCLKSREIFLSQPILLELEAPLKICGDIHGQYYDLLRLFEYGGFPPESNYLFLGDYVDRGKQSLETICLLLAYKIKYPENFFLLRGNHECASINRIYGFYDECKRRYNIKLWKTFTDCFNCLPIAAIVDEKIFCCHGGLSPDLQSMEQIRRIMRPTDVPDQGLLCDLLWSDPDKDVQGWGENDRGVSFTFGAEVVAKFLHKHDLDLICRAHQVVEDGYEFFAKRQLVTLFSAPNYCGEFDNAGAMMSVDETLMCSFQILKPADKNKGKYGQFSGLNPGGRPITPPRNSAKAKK
ZTA DNA inh = ZTA (EBV) inhibition in EBNA-1 counter-screen; P03206; ZTA-DNA binding, fluorescence polarization; inhibition, % at 11 µM; 0.15% of 320,000 active; in the data active means inhibition above about 33%
Target sequence (P03206 whole entry, looked up): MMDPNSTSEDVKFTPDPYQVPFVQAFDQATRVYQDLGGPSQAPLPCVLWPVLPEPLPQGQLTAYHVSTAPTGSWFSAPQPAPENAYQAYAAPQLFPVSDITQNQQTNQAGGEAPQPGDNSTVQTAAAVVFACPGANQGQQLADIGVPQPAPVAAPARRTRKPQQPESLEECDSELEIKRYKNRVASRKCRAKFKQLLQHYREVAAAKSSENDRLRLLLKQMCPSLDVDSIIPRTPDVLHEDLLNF
TPT1 inhibitor = blocks Candida albicans tRNA 2'-phosphotransferase. recombinant caTPT1, FP RNA substrate dephosphorylation. inhibition, % at 5 µM. 0.81% of 300,000 active. AID 1962;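 active means inhibition above the mean of all tested compounds plus 3 SD, set per screening campaign, cut at about 24% in these data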;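 further: plate controls were DMSO alone for no effect and ferristatin control at 100 nM for full effect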
An asterisk follows results filed as active; x = no result given; & = joins results of further samples.

SMILES	PP5 inh	JMJD2C inh	Fh CTSL1 inh	Yeast superoxide	core dimer inh	EBNA-1 inhibitor	PP1 inh	ZTA DNA inh	TPT1 inhibitor
CCCOc1ccc(-c2nc(N3CCN(C)CC3)c3ccccc3n2)cc1	3.0	2	5	99	2	5	1	12	-1
Cc1ccc(CN2CCN(Cc3cnc(N(C)C)s3)CC2CCO)o1 (configuration not stated)	2.8	-3	-1	94	-3	-4	-7	6	2
CN(C(=O)CC(NC(=O)c1ccccc1Cl)c1ccccc1)c1ccccc1 (configuration not stated)	-0.3	6	-4	97	8	8	1	0	-3
Cc1cc(C)nc(NS(=O)(=O)c2ccc(NC(=O)Cc3ccccc3)cc2)n1	1.5	5	-4	106	-4	-4	3	0	-2
Oc1ccc(N=Nc2c(O)ccc3ccccc23)cc1	4.9	9	3	100	-11	-3	1	6	1
COc1ccc(C2=NS(=O)(=O)N(C)C(C(=O)NC(C)c3ccccc3)=C2)cc1 (configuration not stated)	1.0	192	11	86	2	3	-1	-6	-1
CSc1ccc(C(=O)C2CCCN(C(=O)CCn3cncn3)C2)cc1 (configuration not stated)	0.2	-5	0	97	-7	9	-3	-4	-1
CCC(c1nnnn1CCOC)N1CCN(Cc2ccccc2)CC1 (configuration not stated)	0.0	-3	-2	108	-4	-4	-2	6	-7
CCOc1ccc(NC(=O)CSc2nnnn2C2CC2)cc1S(=O)(=O)N1CCCC1	0.6	12	x	106	x	x	1	1	x
CC1(C)CC[C@]2(C(=O)O)CC[C@]3(C)C(=CCC4[C@@]5(C)CC[C@H](O)C(C)(C)C5CC[C@]43C)C2C1 (some centres not stated)	4.7	5	-1	109	-10	-3	0	-7	1
O=C(O)c1cccc(CN2C(=O)CSC2=O)c1	-0.4	1	-7	93	6	-14	1	-4	1
Cc1cc(C)nc(SCC(=O)Nc2ccnc3ccccc23)n1	0.8	-26	-5	91	-5	-10	-7	-7	6
CSCCC(NC(=O)c1ccccc1)C(=O)N1CCN(C(c2ccccc2)c2ccccc2)CC1 (configuration not stated)	3.7	-17	3	103	12	-6	5	-2	-1
Cc1ccc(OCCC(=O)OCC(=O)N2CCN(S(=O)(=O)c3ccc(C)cc3C)CC2)cc1	-0.6	2	-33	106	9	0	-4	-5	-2
CCOc1cc(C)c(C(C)C)cc1S(=O)(=O)n1cnc(C)c1	0.1	-24	5	98	1	4	0	8	-2
COc1ccc(N2CCN(CCNC(=O)CCC(=O)NNc3nc4ccccc4c4nc(C)nn34)CC2)cc1	1.5	22	-3	110	7	6	-7	20	-1
OC(C#Cc1ccccn1)c1cccs1 (configuration not stated)	0.0	18	2	94	-1	-5	-2	-11	-12
COc1ccc(C(=O)c2ccc(Br)cc2)c2ccccc12	-1.2	-2	-8	108	14	-14	-2	-7	-1
O=c1oc2c(CN3CCOCC3)c(O)ccc2c2ccccc12	3.5	0	-3	97	7	-4	0	-4	-3
Cc1ccc(S(=O)(=O)NCc2nc(-c3ccccc3)no2)cc1	1.3	-10	-1	106	-5	-1	2	0	-2

Brought forward from above: 4 compounds, then new ones.
SMILES	PP5 inh	JMJD2C inh	Fh CTSL1 inh	Yeast superoxide	core dimer inh	EBNA-1 inhibitor	PP1 inh	ZTA DNA inh	TPT1 inhibitor
OC(C#Cc1ccccn1)c1cccs1 (configuration not stated)	0.0	18	2	94	-1	-5	-2	-11	-12
COc1ccc(C(=O)c2ccc(Br)cc2)c2ccccc12	-1.2	-2	-8	108	14	-14	-2	-7	-1
O=c1oc2c(CN3CCOCC3)c(O)ccc2c2ccccc12	3.5	0	-3	97	7	-4	0	-4	-3
Cc1ccc(S(=O)(=O)NCc2nc(-c3ccccc3)no2)cc1	1.3	-10	-1	106	-5	-1	2	0	-2
FC(F)Sc1ccc(N=C2NN=C(c3ccc4c(c3)OCCO4)CS2)cc1	3.3	1	-1	110	1	-4	-4	15	5
C=CCOc1ccc(CN(C)CC(=O)N(CC(C)C)c2c(N)n(CC(C)C)c(=O)[nH]c2=O)cc1	1.1	6	5	102	-3	-4	1	-9	-2
N#Cc1ccc[n+](CC(=O)c2ccc(NC(=O)c3ccccc3)cc2)c1	3.1	11	5	94	5	3	3	32	6
Cc1ccc2c(c1)N(C(=O)CCC(=O)N1CCN(c3cccc(C)c3C)CC1)CCO2	1.2	3	4	108	-4	4	0	10	0
COc1cc(C(=O)OC2CSCC2NC(=O)c2ccccc2)cc(OC)c1OC (configuration not stated)	0.8	18	-4	119	-3	11	-1	-10	2
Cn1cnnc1SC/C(O)=C(\C#N)c1nc2ccccc2[nH]1	2.1	7	-1	84	1	-4	-4	3	-2
O=S(=O)(c1ccc(SCCOc2ccc(Cl)cc2)nc1)N1CCCC1	3.7	-4	x	118	x	x	2	4	x
C=CCn1c(Sc2ncc([N+](=O)[O-])s2)n[nH]c1=O	-1.1	-3	-1	110	-3	1	-4	-2	-1
COc1ccc(N2C(=O)CC(S/C(N)=N/N=C/c3ccnc4ccccc34)C2=O)cc1 (configuration not stated)	3.4	0	0	113	-8	9	0	-7	-1
CCNC(=S)N1N=C2c3ccccc3CCC2C1c1ccc(F)cc1 (configuration not stated)	-0.1	-25	-1	89	-18	11	2	5	-2
COc1ccc(OCCNC2CCCC2)cc1	5.5	2	2	104	-11	-2	-3	-5	1
Cc1ccc2c(CN3CCN(Cc4ccc5c(c4)OCO5)CC3)cc(=O)oc2c1C	5.1	6&-3	1	105	2	6	0	-26	-2
S=c1[nH]nc(Nc2ccccc2Cl)s1	-1.2	5	0	94	-4	1	-5	-3	0
CCOC(=O)N1CCN(S(=O)(=O)c2ccc3c(c2)oc(=O)n3C)CC1	5.2	-19&4	3	87	-7	-2	-6	-4	1
O=C(c1ccccc1)N1CCN(C(=O)c2ccc3c(c2)OCCO3)CC1	-0.7	-2	-8	95	3	-7	8	-14	-2
Cc1cccc(N2CCN(C(C)C(=O)N3CCc4ccccc43)CC2)c1C (configuration not stated)	2.2	2	-2	103	5	-7	0	4	2
CCOC(=O)c1cccc(NC(=O)CSc2nnc(-c3cccnc3)n2CC)c1	1.3	0&-5	0	94	-5	11	5	-1	0
C=C1C[C@H]2[C@@H]3C=C(C)C4=CC(=O)CC[C@]4(C)[C@H]3CC[C@]2(C)[C@@]1(OC(C)=O)C(C)=O	1.3	-2	-2	95	-3	4	2	-7	-5
CSc1c(CC(=O)Nc2ccccc2Cl)n(Cc2ccccc2)c2ccccc12	3.4	-5	5	109	-15	-8	-3	5	0
O=C(CCn1c(=O)c2ccccc2n(Cc2cc(=O)n3ccccc3n2)c1=O)NCc1ccco1	-3.1	2	-2	93	6	-21	0	8	-1

Results in EBNA-1 inhibitor, for some of the entries so far:
Molecule | EBNA-1 inhibitor
C=CCOc1ccc(CN(C)CC(=O)N(CC(C)C)c2c(N)n(CC(C)C)c(=O)[nH]c2=O)cc1 | -4
N#Cc1ccc[n+](CC(=O)c2ccc(NC(=O)c3ccccc3)cc2)c1 | 3

Next section.
SMILES	PP5 inh	JMJD2C inh	Fh CTSL1 inh	Yeast superoxide	core dimer inh	EBNA-1 inhibitor	PP1 inh	ZTA DNA inh	TPT1 inhibitor
CC(C)C(C(=O)NC(C)(C)C)N1C(=O)c2ccccc2C1=O (configuration not stated)	-8.2	6	4	100	0	-5	-1	-29	-10
CC(C)CCNC(=O)c1onc(CSc2nc3ccccc3[nH]2)c1C(=O)NCCC(C)C	1.2	2	6	97	-1	-2	-4	-1	-4
O=C(Nc1cccc(-c2cn3cccnc3n2)c1)c1ccc(Br)o1	1.8	13	0	104	5	-4	9	-5	2
COc1ccc(CCNC(=O)c2cc3c(=O)n4cccc(C)c4nc3s2)cc1OC	-1.8	28	2	93	0	7	1	6	-4
Clc1ccccc1COc1ccc(/C=N/n2cnnc2)cc1	1.2	24	0	83	-4	-2	7	-4	-1
CC(=O)N=c1sc2nc3ccccc3nc2n1N(C(C)=O)C(C)=O	2.7	-4	2	98	7	-2	-3	5	0
Cc1ccc(C)c(OCC(=O)Nc2c[nH]c(=O)[nH]c2=O)c1	-2.4	0	2	103	-2	-20	-3	-3	-2
Cc1cc(C(F)F)n2ncc(C(=O)NCc3ccccc3)c2n1	3.4	-11	0	100	-1	-4	-5	-6	3
COc1ccc2c(c1)c(=O)oc1cc(OCC(=O)N3CCCC(C)C3)ccc12 (configuration not stated)	1.8	-8	3	103	30	4	16*	5	0
c1ccc(OCCOCCN2CCOCC2)cc1	-1.3	-3	4	77	-2	1	-1	-2	-3
COc1ccccc1CNC(=O)CCn1c(=O)sc2ccccc21	0.2	79	0	92	-3	2	-1	11	-4
CC1(C)C([N+](=O)[O-])C(c2ccc(Cl)cc2)NC(c2ccc(Cl)cc2)C1[N+](=O)[O-] (configuration not stated)	3.0	17	-4	80	8	6	3	-2	1
O=C1c2cccc3c2[C@H](CCC3)CN1[C@@H]1CN2CCC1CC2	2.6	8	1	106	-4	-23	-1	-6	-2
Nc1nnc(CC(=O)N/N=C/c2ccc(-c3cccc(C(=O)O)c3)o2)s1	-0.7	6	3	95	-4	10	1	-6	1
C=CCn1c(C(CC(C)C)CC(C)O)n[nH]c1=S (configuration not stated)	2.0	-2	-2	121	-10	-9	-3	-8	43*
COC(=O)c1ccc(/C=C/c2ccc3cccc(OC)c3n2)cc1	2.9	2	3	95	-4	-1	2	-16	2
O=C(COc1ccc(Cl)cc1)N1CCN(Cc2ccc3c(c2)OCO3)CC1	-3.4&2.7	-7	2&0	88&117	4&-12	-1&-5	3&-1	-17&4	3&2
O=C(/C=C/c1ccco1)NC(=S)Nc1ccc(N2CCOCC2)c(Cl)c1	3.2	6	4	97	20	-17	6	-14	-6
COc1ccc(C(=O)NC2CCCc3ccccc32)cc1S(=O)(=O)N1CCOCC1 (configuration not stated)	0.7	3	5	109	2	-3	1	-4	4
CC(Nc1ccccc1)C(=O)Nc1ccc(F)cc1 (configuration not stated)	0.8	2	-1	93	1	-5	-4	-7	-2
COc1ccc(OC)c(NC(=O)C(C)SCc2nc3sc(C)c(C)c3c(=O)[nH]2)c1 (configuration not stated)	0.4	-7	x	114	x	x	0	5	x
Cc1cc(/C=C(\C#N)C(=O)NCc2ccccc2)cc(C)c1O	-0.9	-6	-2	100	-4	-1	8	-17	1
CCC(C)(C)c1ccc(OCCCC[n+]2cccc(C)c2C)c(C(C)(C)CC)c1	1.7	-1	1	65*	3	-6	20*	19	-2
COc1cccc(NC(=O)c2cccnc2)c1	4.2	-21	-5	119	-2	-13	0	5	0
O=C(COC(=O)/C=C/c1ccccc1)Nc1ccc(Cl)cn1	0.5	0	5	104	4	1	3	2	5
CC12CN3CC(C)(CN(C1)C3c1ccccc1Cl)C2O (configuration not stated)	-0.5	-17	-3	98	-2	-3	-5	1	-5
N#C/C(=C(/O)c1ccc([N+](=O)[O-])cc1)c1nc2ccccc2[nH]1	0.6	35	-1	86	-3	-5	-3	-10	-5
Fc1cccc(Cl)c1CSc1ncn[nH]1	0.4	-24	1	87	-2	7	4	0	-4
O=C(Nc1ccccc1C(=O)NCCCN1CCOCC1)c1ccc(Cl)cc1	1.4	-13	0	101	-14	6	-2	-11	4
C/C(=N/Nc1nc(-c2ccccc2)cc(-c2ccc(F)cc2)n1)c1cccc(N)c1	3.5	-7	-1	88	7	-1	2	12	1
COc1ccc(C(=O)Nc2c(N)nc(SCC(=O)c3ccccc3)[nH]c2=O)cc1	-3.7	4	3	103	-4	3	-3	-4	1
COc1ccc(CNC(=O)CN(c2ccccc2)S(=O)(=O)N(C)C)cc1	-0.1	2	8	83	0	-9	-5	-2	0
COC(=O)NNC(=O)c1ccc(C)cc1	4.1	5	-1	85	-1	-8	-5	-12	1

Screening results as filed in PubChem BioAssay.
